Mm-Cpn inhibitor = inhibitors of Methanococcus maripaludis chaperonin (MmCpn). purified Mm-Cpn ATPase, ADP Transcreener TR-FRET. 330,000 compounds, 0.031% hits. Potency, µM (top dose mostly 76.9 µM), without a hit: top-dose activity, negative = inhibition, usual class: inhibitors; note: potency is the fitted concentration of half-maximal effect; % is set by controls: 0 for no effect and ±100 for the full control effect; nearly all actives have a fitted effect of over 80% in size
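Eu-cryptate anti-ADP/ADP-d2 competition gives a ratio inversely related to ADP. Enzyme at 25 nM was pre-exposed to compound for 10 min, then given 10 uM ATP for 30 min, 37°C throughout.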
FUS yeast rescue = suppressors of FUS proteinopathy in yeast. S. cerevisiae FUS-expressing, growth rescue, OD600, 24 h. Potency, µM (highest dose often 76.6 µM), for inactives: at the top dose growth rescue (activation), most hits filed as activators. 390,000 compounds, 0.24% hits;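 note: potency is the fitted concentration of half-maximal effect; plate controls were DMSO vehicle for no effect and reference control for full effect; nearly all actives have a fitted effect of over 55% in size; some results filed as inactive show a strong effect at the top dose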
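Read-out: OD at 600 nm after 24hr at 30C, reporting rescue of FUS-induced yeast toxicity. Cells at OD 0.005 in galactose (2%) minimal medium; compounds tested in a dilution series; CP55940 titration from 92uM final as control.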
TDP43 rescue = TDP-43 toxicity inhibition in yeast; TDP-43 expressing yeast growth rescue, BacTiter-Glo, 24 h; Potency, µM (top dose mostly 46.1 µM), for inactives: at the highest dose growth rescue (activation), hits mostly activators; 410,000 compounds, 1.8% hits; AID 652104; note: potency is the fitted concentration of half-maximal effect; % of control where 0% means no effect; nearly all actives have a fitted effect of over 50% in size
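Luminescence from BacTiter-Glo reports growth of TDP-43-expressing yeast after 24 hr at 30 deg C with compound. Cells were raffinose-pregrown to mid-log, then seeded in galactose medium at OD600=0.02.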
GLP-1R inv ag = inverse agonists of human GLP-1 receptor | AID 624417 | HEK293 GLP-1R CRE-luciferase, luminescence, 24 h; GLP-1R form is constitutively active | 410,000 compounds, 1.6% hits | P43220 | Potency, µM (highest dose often 38.3 µM), inactives show at the highest dose activity change, negative = inhibition, most hits filed as inhibitors; note: potency is the fitted concentration of half-maximal effect; % is set by controls: 0 for no effect and ±100 for the full control effect; nearly all actives have a fitted effect of over 55% in size
Target sequence (P43220 whole entry, looked up): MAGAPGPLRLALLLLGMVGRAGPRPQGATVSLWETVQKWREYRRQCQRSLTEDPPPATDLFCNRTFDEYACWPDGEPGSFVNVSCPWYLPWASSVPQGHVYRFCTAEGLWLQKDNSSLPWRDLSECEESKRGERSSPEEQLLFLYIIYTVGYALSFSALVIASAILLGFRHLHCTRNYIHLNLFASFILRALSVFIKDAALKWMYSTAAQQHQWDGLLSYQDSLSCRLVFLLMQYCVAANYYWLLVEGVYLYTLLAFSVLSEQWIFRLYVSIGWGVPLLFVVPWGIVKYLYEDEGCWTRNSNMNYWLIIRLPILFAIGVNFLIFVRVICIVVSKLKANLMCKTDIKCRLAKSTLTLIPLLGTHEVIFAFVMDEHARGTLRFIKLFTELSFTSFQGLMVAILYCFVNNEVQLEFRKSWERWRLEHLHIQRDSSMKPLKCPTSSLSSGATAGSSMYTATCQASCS
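Inverse agonism was detected as reduced cAMP-driven luciferase luminescence after 24 h compound treatment. The cells were HEK293 clones expressing constitutively active human GLP-1R with the reporter. Reporter-only and GPR119 cell lines served as counterscreen controls.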
PTHR1 agonist = agonists of human PTHR1 parathyroid hormone receptor; 410,000 compounds, 0.075% hits; HEK293 GP2 PTHR1 cells, GloSensor cAMP luminescence, 1 h; Potency, µM (doses to about 115 µM), for inactives: at the highest dose activation, most hits filed as activators; Q03431; note: potency is the fitted concentration of half-maximal effect; nearly all actives have a fitted effect of over 55% in size; some results filed as inactive show a strong effect at the top dose; inactives centre near -15; many of its hits are not listed in these tables
Target sequence (Q03431 whole entry, looked up): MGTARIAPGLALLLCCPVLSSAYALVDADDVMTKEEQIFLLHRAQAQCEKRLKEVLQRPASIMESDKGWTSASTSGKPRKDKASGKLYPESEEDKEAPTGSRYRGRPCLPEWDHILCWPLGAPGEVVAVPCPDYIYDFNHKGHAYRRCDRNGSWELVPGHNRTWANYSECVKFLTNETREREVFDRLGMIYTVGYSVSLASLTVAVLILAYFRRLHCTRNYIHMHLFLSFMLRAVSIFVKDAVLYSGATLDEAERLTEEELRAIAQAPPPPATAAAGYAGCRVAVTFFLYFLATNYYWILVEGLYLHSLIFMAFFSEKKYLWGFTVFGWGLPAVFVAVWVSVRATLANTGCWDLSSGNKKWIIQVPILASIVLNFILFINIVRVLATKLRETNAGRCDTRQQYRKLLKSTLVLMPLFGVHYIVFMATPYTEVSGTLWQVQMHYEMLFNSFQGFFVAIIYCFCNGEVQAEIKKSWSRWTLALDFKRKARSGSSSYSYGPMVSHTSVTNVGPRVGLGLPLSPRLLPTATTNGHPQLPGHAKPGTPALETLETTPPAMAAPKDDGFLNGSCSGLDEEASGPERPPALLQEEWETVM
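HEK-293-derived GP2 cells expressing PTHR1 and a GloSensor cAMP reporter, 3,000/well, plated overnight, given luciferin plus IBMX (each 0.5 mM as added) for 1 h at 37 °C, then compound for 1 h at 37 °C. Luminescence was read after 15 min at room temperature.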
Abeta rescue = restores growth of yeast expressing A-beta42 peptide | yeast expressing A-beta42, growth rescue, OD600, 48 h; response scale: 0% DMSO, 100% iron-clioquinol control | 410,000 compounds, 0.063% hits | Potency, µM (titrated, usually from 46.1 µM), for the others: top-dose growth rescue, usual class: activators; note: potency is the fitted concentration of half-maximal effect; nearly all actives have a fitted effect of over 55% in size
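Yeast A-beta toxicity model in growth medium with pinned compounds, 48 h at 30 C; growth read as absorbance at 600 nm. Normalized to FeCl3/clioquinol equimolar mix (positive) and DMSO (negative).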
aSyn yeast inh = rescues yeast growth from alpha-synuclein toxicity; Potency, µM (highest dose often 46.1 µM), for the others: top-dose growth rescue (activation), hits mostly activators; 370,000 compounds, 0.14% hits; AID 652106; Yeast expressing alpha-synuclein, growth rescue, BacTiter-Glo, 24 h; note: potency is the fitted concentration of half-maximal effect; % of control where 0% means no effect; nearly all actives have a fitted effect of over 65% in size
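Readout is rescue of growth in alpha-synuclein-expressing yeast, so inhibitors of toxicity appear as activators. Growth after 24 hr at 30 deg C in galactose medium is quantified by luminescence.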
pAkt inh = inhibitors of Akt phosphorylation | Neuro2A IGF-stimulated pAkt S473 HTRF, 20 min; hits give low values | activity change, % for hits at 50 µM | 360,000 compounds, 0.32% hits | AID 651550; in the data active = activity change below about -80%; inconclusive = mostly about -51% to -80%; note: % is set by controls: 0 for no effect and ±100 for the full control effect
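Single-point screen (50 µM final compound) in Neuro2A cells stimulated 20 min with 6 nM IGF at 37 deg C. After lysis, Ser473-phosphorylated Akt read by HTRF (ex 330 nm, em 615/665 nm) as the 665/615 ratio.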
HEK293 tox = cytotoxic in the GLP-1 receptor inverse agonist counter-screen | Potency, µM (highest dose often 38.3 µM), inactives show at the highest dose activity change, negative = inhibition, hits mostly inhibitors | AID 624418 | HEK293 cAMP-luciferase reporter cells, luminescence, 24 h | 410,000 compounds, 0.13% hits;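 note: loss of luciferase light is scored as toxicity; potency is the fitted concentration of half-maximal effect; % is set by controls: 0 for no effect and ±100 for the full control effect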
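MLSMR compounds, 24 hr on cells at 37 deg C/5% CO2; luminescence after luciferase reagent (12 min RT). Inhibition counted as the undesired cytotoxic outcome.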
* marks the source's active call; other numbers are inactive results; i = inactive; u = inconclusive; x = no result given; [ ] = dose if it differs, or a comment. Unless noted, calls come from the whole dose curve; as a rule, active = well fitted curve in the direction sought with a large enough effect; inconclusive = small, poorly fitted or top-dose-only effect, or another doubt; inactive = no such curve, though single readings can be large; an effect the other way counts as inactive or inconclusive. These rows are one share of the data; count on the stated rates, not on these rows.

Second line of a record: Mm-Cpn inhibitor	FUS yeast rescue	TDP43 rescue	GLP-1R inv ag	PTHR1 agonist	Abeta rescue	aSyn yeast inh	pAkt inh	HEK293 tox
CCOc1ccc(-c2c(=O)n(OCc3nc4ccccc4[nH]3)c3ccccc3[n+]2[O-])cc1
 : -2%	15%	-2%	8%	-7%	-10%	-1%	i	-12%
Cc1ccc(C2(c3noc(CN(C)Cc4cnn(C)c4)n3)CCCC2)cc1
 : -1%	19%	0%	-31%	-14%	-14%	-5%	i	-2%
C=CCNC(=S)N1CCN(c2ccc([N+](=O)[O-])cc2)CC1
 : -2%	x	u	0%	-8%	12%	7%	i	u
COc1ccc(N2CCN(C(=O)c3cnn(-c4ccc(OC)cc4)c3C3CCN(C(=O)OC(C)(C)C)CC3)CC2)cc1
 : x	16%	12%	8%	i	14%	x	x	-2%
CCC(C)(C)C1CCc2[nH]nc(C(=O)NN)c2C1 (configuration not stated)
 : 2%	u	-29%	u	-12%	-25%	-27%	i	-26%
N#Cc1c(-c2cccs2)cc(-c2ccccn2)nc1N
 : -14%	3%	21%	5%	i	7%	4%	i	-9%
Cc1sc(NC(=O)Cc2ccc3c(c2)OCO3)nc1-c1ccc2c(c1)CCN2C(=O)c1cccc(F)c1
 : -1%	x	4%	u	-78%[inhibitor]	-4%	-6%	i	1%
COc1ccc(OC)c(-c2nc(C(N)=O)c3[nH]c(=O)n(-c4ccc(F)cc4)c3n2)c1
 : -1%	-8%	19%	7%	4%	-17%	3%	i	-8%
Cc1nnc(NC(=O)C2CCN(S(=O)(=O)c3ccc(F)c(F)c3)CC2)o1
 : 1%	3%	25%	11%	-37%[inhibitor]	0%	0%	i	7%
O=C1OC2C(O)COC23OC(O)CCC13O (configuration not stated)
 : x	-21%	23%	3%	i	-14%	0%	i	0%
COc1cc(NC(=O)Cn2ccsc2=N)cc(OC)c1
 : 0%	8%	3%	4%	-3%	4%	-1%	i	-11%
Cc1nn(C(C)C(=O)NCCCc2ccccc2)c(=O)c2cc3occc3n12 (configuration not stated)
 : 1%	24%	-6%	u	-2%[57.5 µM]	-1%	0%	i	-4%
O=C(OCc1cc(=O)n2cc(Br)ccc2n1)c1ccc(Cl)c(S(=O)(=O)NCc2ccccc2)c1
 : -8%	-8%	11%	25%	i	24%	-3%	i	0%
Cc1ccc(C(=O)NC(C)C2CC3CCC2C3)c(C)c1 (configuration not stated)
 : -3%	8%	-10%	u	i	-3%	-1%	i	-17%
Cc1cccc(OCCC(=O)OCC(=O)Nc2c(C)nn(-c3ccccc3)c2C)c1
 : 0%	19%	23%	2%	i	8%	8%	i	2%
O=C(Cn1ncc2c3ccccc3n(Cc3ccc(Cl)cc3)c2c1=O)NCc1cccs1
 : x	-16%	0%[9.22 µM]	13%	i	-9%	x	x	-3%
O=C(Oc1ccc(N(Cc2cccs2)C2=NS(=O)(=O)c3ccccc32)cc1)c1ccc(Cl)cc1
 : 1%	11%	12%	u	i	9%	2%	i	-20%
Cc1cc(C)n(-c2ccc(C(=O)Nc3cccc([N+](=O)[O-])c3)cc2)n1
 : -4%	30%	-2%	-30%	-35%[inhibitor]	-6%	-3%	i	0%
CCOC(=O)C1CCN(Cc2cc(=O)oc3c(C)c(C)ccc23)CC1
 : 0%	8%	13%	u	-31%[inhibitor]	14%	-10%	i	0%
Cc1ccc(/C(O)=C2/C(=O)C(=O)N(CCN3CCOCC3)C2c2cccnc2)cc1 (configuration not stated)
 : 0%	u	-22%	13%	u	-9%	-8%	i	-5%
O=S(=O)(NCC1(N2CCOCC2)CCCCC1)c1ccc(F)cc1
 : 1%	-11%	0%	u	i	0%	-1%	i	-7%
COc1ccc(/C=C/C(=O)c2cc3c(cc2N)OCO3)cc1
 : -3%	19%	7%	33%[activator]	-30%	-31%	-19%	i	-1%
Cc1ccc(C)c(N2CCN(C(=O)c3cc4ccc5cccnc5c4[nH]3)CC2)c1
 : x	u	13µM*	u	i	-14%	x	x	-29%
COc1ccc(CC(=O)Nc2cc(-c3cn4cccnc4n3)ccc2OC)cc1
 : x	7%	9%	-3%	i	-15%	x	x	-5%
Cc1ccc(Cl)cc1-n1ncc2c(NCCc3ccccc3)ncnc21
 : x	35%	22µM*	u	-42%[inhibitor]	-55%[inhibitor]	x	x	-3%
O=C(CCCc1ccccc1)Nc1ccnn1C1CCN(Cc2ccccc2)CC1
 : 2%	2%	8%	u	i	1%	0%	i	2%
CCOC(=O)c1nnn(-c2nonc2N)c1-c1ccc(OCC)cc1
 : 3%	-4%	0%	u	-13%	12%	12%	-112%*	-10%
CCOc1ccc(N2C(=O)CC(N3CCOCC3)C2=O)cc1 (configuration not stated)
 : -1%	35%	-6%	9%	-36%	-10%	17%	i	10%
Cc1ccc2ccccc2[n+]1CCCS(=O)(=O)[O-]
 : 0%	13%	-7%	4%	-22%	-2%	1%	i	72%[activator]
CCCCc1cc(=O)oc2cc(OCC(=O)NCc3ccccn3)c(Cl)cc12
 : 0%	-17%	3%	2%	-18%	-2%	-1%	i	0%

Single entries from the list.
PTHR1 agonist result of C=CCNC(=S)N1CCN(c2ccc([N+](=O)[O-])cc2)CC1 stands at -8%
TDP43 rescue result of CCOc1ccc(N2C(=O)CC(N3CCOCC3)C2=O)cc1 (configuration not stated) stands at -6%

More compounds.
Second line of a record: Mm-Cpn inhibitor	FUS yeast rescue	TDP43 rescue	GLP-1R inv ag	PTHR1 agonist	Abeta rescue	aSyn yeast inh	pAkt inh	HEK293 tox
O=C(C1=C(O)C(=O)N(CCN2CCOCC2)C1c1ccc(F)cc1)c1cc2ccccc2o1 (configuration not stated)
 : -11%	u	1%	0%	i	x	-3%	i	-1%
Cc1cc(NC(=O)c2ccc(Cn3cc([N+](=O)[O-])cn3)o2)no1
 : 3%	-8%	18%	-6%	-11%	4%	-4%	i	8%
CC(=O)Nc1ccc(N(C)S(C)(=O)=O)cc1
 : 4%	0%	-3%	1%	10%[57.5 µM]	-3%	3%	i	7%
COc1cc(CNCc2cccnc2)ccc1OCC(=O)NC(C)(C)C
 : -1%	-21%	-24%	20%	i	-21%	2%	i	3%
COc1cccc(NC(=O)CNC(=O)Cn2cnc3sc(C)c(C)c3c2=O)c1
 : -1%	20%	2%	1%	13%	20%	1%	i	-6%
CN(C)S(=O)(=O)N1CCC(c2ccc(F)cc2)C(COc2ccc3c(c2)OCO3)C1 (configuration not stated)
 : 1%	23%	11%	u	i	12%	8%	i	-10%
O=C(Nc1ccc2c(c1)CCC2)c1ncoc1-c1ccccc1F
 : -2%	11%	-25%	u	i	-14%	0%	i	1%
COCCn1c(SCc2nc3scc(-c4ccc(Cl)cc4)c3c(=O)[nH]2)nnc1-c1cccc(C)c1
 : 1%	x	4%	u	-65%[inhibitor]	21%	8%	i	-33%
O=C(NCCc1nc2ccccc2[nH]1)/C(=C/c1ccco1)NC(=O)c1ccc(Br)cc1
 : -2%	x	-1%	u	i	-10%	-3%	i	-16%
CC(C)CC(c1nnnn1CCc1ccccc1)N1CCC(C(N)=O)CC1 (configuration not stated)
 : -2%	-10%	-11%	-12%	-22%[57.5 µM]	2%	-4%	i	-5%
C#CCOCCOCCOCCNc1nc(N2CCN(C(=O)CCCCCCCCCCNC(=O)[C@H](CCCCN)n3cc(CCO)nn3)CC2)nc(N2CCN(C(=O)CCCCCCCCCCNC(=O)[C@H](CCCCN)n3cc(CCCC(=O)O)nn3)CC2)n1
 : 0%	u	-5%	1%	i	9%	-11%	i	-3%
Cc1csc(NC(=O)C2CC(=O)N(Cc3ccco3)C2)n1 (configuration not stated)
 : 2%	4%	19%	2%[0.307 µM]	-7%	1%	1%	i	7%[0.307 µM]
CC(OC(=O)CNC(=O)C1CCCCC1)C(=O)NCc1ccccc1 (configuration not stated)
 : 3%	1%	-10%	-19%	i	16%	0%	i	3%
Cc1cc(=O)c2cccc(Br)c2[nH]1
 : 1%	8%	6%	1%	-24%[57.5 µM]	-8%	-5%	i	16%
Cc1ccc(NC2CC(=O)N(c3cccc([N+](=O)[O-])c3)C2=O)cc1 (configuration not stated)
 : -1%	1%	25%[9.22 µM]	8%	-16%	0%	2%	i	-6%
CCOC(=O)C(=CNc1ccc(S(N)(=O)=O)cc1)C(=O)OCC
 : -1%	1%	-19%	14%	i	-6%	1%	i	6%
C/C(=N\NC(=O)Cn1c(-c2ccccn2)nc2ccccc21)c1ccccc1
 : 0%	25%	-25%	-2%	i	-17%	4%	i	-3%
O=C(COC(=O)C1=COCCO1)Nc1cc(Cl)c(Cl)cc1Cl
 : -2%	x	12%	0%	-19%	3%	0%	i	20%
CCCc1nc2c(=O)n(C)c(=O)[nH]c2n1C
 : -1%	x	14%	0%	-23%	-3%	0%	i	35%[activator]
Cc1ccc(CN(C)C(=O)CC2C(=O)NCCN2CC2CCCCC2)cc1 (configuration not stated)
 : -1%	7%	-17%	6%	-10%	-3%	-3%	i	3%
C/C(=N/NC(=O)CNC(=O)C1COc2ccccc2O1)c1cccc(O)c1 (configuration not stated)
 : 2%	-32%	8%	-4%	-4%	-7%	-1%	i	6%
Cc1ncc(CN2CCCC(C(=O)Nc3ccc(-c4cccc(F)c4)cc3)C2)n1C (configuration not stated)
 : 1%	27%	-35%[inhibitor]	u	-3%	-14%	-17%	i	-17%
COc1ccc(Cl)cc1NC(=O)NCCn1c(=O)oc2ccc(C)cc21
 : x	3%	25%	u	i	8%	x	x	-4%
